Screening data (PubChem)
ARNT-TACC3 inh: disruptors of ARNT/TACC3 protein interaction, primary screen, biochemical, AlphaScreen, single concentration; inhibition, % at 9.99 µM; AID 623870, 2012; AlphaScreen His-ARNT PAS-B/GST-TACC3 binding, luminescence; TACC3 fragment carries E629A point mutation; Transforming acidic coiled-coil-containing protein 3 (Homo sapiens), Q9Y6A5; actives 0.66% (n = 390,000);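 active = mean inhibition of replicates at least 50% and at least half of replicates each reaching 50%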;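 note: 0% = complete ARNT plus TACC3 wells and 100% = ARNT alone without TACC3; many hits fall short of the cut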
ERp5 inh: inhibitors of ERp5-driven insulin aggregation, primary screen, biochemical, turbidity, absorbance 650 nm, single point; Protein disulfide-isomerase A6 (Homo sapiens), Q15084; 90 min; inhibition, % at 9.99 µM; actives 0.05% (n = 350,000); AID 651711, 2012;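 active = mean replicate inhibition above about 25%, with every replicate also reaching it, limit read from the data, passing the limit was not always enough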
Target sequence (Q15084 whole entry, looked up): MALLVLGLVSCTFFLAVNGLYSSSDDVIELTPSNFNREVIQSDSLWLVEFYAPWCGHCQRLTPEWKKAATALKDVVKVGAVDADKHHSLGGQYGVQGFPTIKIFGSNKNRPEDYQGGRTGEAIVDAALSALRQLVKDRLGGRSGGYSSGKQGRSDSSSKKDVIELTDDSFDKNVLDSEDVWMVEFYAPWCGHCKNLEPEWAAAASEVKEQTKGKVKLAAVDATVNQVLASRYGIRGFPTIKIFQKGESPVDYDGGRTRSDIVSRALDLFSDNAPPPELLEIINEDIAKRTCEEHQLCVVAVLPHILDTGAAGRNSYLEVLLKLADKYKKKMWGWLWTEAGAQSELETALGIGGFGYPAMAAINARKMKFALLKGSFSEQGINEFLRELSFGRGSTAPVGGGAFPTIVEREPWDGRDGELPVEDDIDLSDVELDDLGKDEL
PglD inh: C. jejuni PglD acetyltransferase inhibitors, primary screen, biochemical, DTNB colorimetric, single point; UDP-N-acetylbacillosamine N-acetyltransferase PglD (Campylobacter jejuni); inhibition, % at 12.5 µM; actives 0.098% (n = 360,000); purified PglD enzyme, DTNB colorimetric CoA detection; in the data active = inhibition above about 16%, passing the limit was not always enough; note: strong numbers were not always called active
Casp6 inh: human caspase-6 inhibitors, primary screen, biochemical, VEID-R110 fluorescence, single point, set 2; P55212; inhibition, % at 12.5 µM; actives 0.53% (n = 350,000); purified caspase-6, Z-VEID-R110 cleavage fluorescence;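 active = mean inhibition across replicates at least about 35%, with every replicate also reaching that limit, limit read from the data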;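 note: 0% = median of neutral control wells and 100% = no fluorescence left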
Target sequence (P55212 24-179 limits assumed): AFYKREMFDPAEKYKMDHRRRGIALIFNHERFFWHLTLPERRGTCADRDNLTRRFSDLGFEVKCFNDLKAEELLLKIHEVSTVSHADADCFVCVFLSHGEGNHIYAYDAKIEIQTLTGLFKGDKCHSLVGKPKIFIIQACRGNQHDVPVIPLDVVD
Target sequence (P55212 194-293 limits assumed): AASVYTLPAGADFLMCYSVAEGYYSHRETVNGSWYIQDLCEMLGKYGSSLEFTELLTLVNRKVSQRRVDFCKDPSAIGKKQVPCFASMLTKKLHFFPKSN
esBAF inh: Bmi1 luciferase reporter increase in mESCs, primary screen, esBAF inhibitor project, mouse ES cells, Bmi1 luciferase knock-in, single point. reporter increase, % at 12.5 µM. 24 h; 100% = twice the neutral-well signal. AID 602393, 2012. actives 2% (n = 350,000); in the data active = activation above about 40%;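 note: 0% = median of the plate's neutral control wells and 100% = double that signal; a rise in the Bmi1 reporter signal indicates esBAF inhibition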
RAD54 inh: inhibitors of human RAD54 branch migration, primary screen, biochemical, fluorescence, single point; inhibition, % at 10.4 µM; RAD54 Holliday junction branch migration, FAM/BHQ fluorescence; AID 602329, 2012; actives 0.14% (n = 360,000); DNA repair and recombination protein RAD54-like (Homo sapiens), Q92698;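 active = mean normalized replicate activity at least 40 and at least half of replicates scoring 40 or more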;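 note: 0% = median of neutral control wells and 100% = median of positive control wells; inhibitors cause a drop in the FAM fluorescence signal; in these data hits start at about 50%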
E-selectin induc: E-selectin induction in HUVECs, primary screen, imaging, HUVEC, immunofluorescence imaging, single point; AID 686992, 2013; actives 0.37% (n = 260,000); P16581; activation, % at 7.58 µM; normalized: neutral wells 0, TNF-alpha wells 100;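 active = mean E-selectin-positive cell signal at least 10% of the positive control, reached in at least 60% of replicates, without over 20% cell loss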;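 note: in these data hits start at about 27%; measured in HUVEC primary endothelial cells; signal is the percent of cells scored E-selectin positive by PE staining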
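Assay system: HUVEC primary endothelial cells. Input: 3,000 HUVEC seeded per well. Doses: one compound dose added by pin transfer. Read-out basis: % PE-positive cells. Benchmarks: TNF-alpha high, DMSO low. Detection: immunofluorescence imaging. Buffer or medium: EGM-2, gelatin.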
RAD52 inh: RAD52 DNA annealing inhibitors, primary screen, biochemical, FRET, single point, set 2 | inhibition, % at 18.7 µM | actives 0.46% (n = 360,000) | DNA repair protein RAD52 homolog (Homo sapiens), P43351 | recombinant RAD52 DNA annealing, FRET fluorescence;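 active = every replicate showing at least 50% inhibition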
An asterisk follows results filed as active; x = no result given.

SMILES | ARNT-TACC3 inh | ERp5 inh | PglD inh | Casp6 inh | esBAF inh | RAD54 inh | E-selectin induc | RAD52 inh
N#Cc1cccc(NC(=O)c2cc(C3CCCCN3C(=O)c3ccccn3)on2)c1 (centres undefined) | x | -10.1 | -1.1 | -4.5 | 0.5 | -6.0 | -0.1 | -3.7
CC(=O)Nc1ccc(NC(=O)C(C)Oc2ccccc2C(=O)NCc2ccccc2)cc1 (centres undefined) | -0.6 | -2.9 | -3.1 | 2.8 | 7.4 | 8.8 | x | -4.5
CN(C)/C=C(/C(=O)c1ccccc1)n1cncn1 | 9.6 | 3.2 | x | 0.9 | x | x | x | -5.0
O=C(Nc1ccccc1)N(C1=NCCCCS1)c1cccc2ccccc12 | 1.0 | x | -2.0 | x | 27.6 | 1.5 | x | x
COCC(=O)N1C[C@@H](C)[C@@H](OC)CN(C)C(=O)c2cc(NC(=O)C3CCC3)ccc2OC[C@H]1C | -9.9 | -4.5 | 0.0 | 0.2 | -6.6 | 11.5 | 0.1 | 9.9
COc1ccc(C(=O)Nc2nnc(C3=COCCO3)o2)cc1OC | 37.1* | -8.0 | 9.1 | -3.1 | x | -9.5 | -0.2 | -12.6
Cc1ccsc1CN(C)CC(=O)N(C)CC(=O)Nc1c(Cl)cccc1Cl | x | 0.7 | 3.2 | -0.9 | 3.2 | 5.4 | 0.2 | -9.7
Cc1c(C(=O)Nc2cccc([N+](=O)[O-])c2)sc2ncn(CC(=O)N3CCOCC3)c(=O)c12 | 0.0 | x | 0.2 | -1.2 | 0.6 | -2.9 | x | -1.6
COc1ccc(NC(=O)COC(=O)CNC(=O)COc2ccccc2)cc1OC | x | -3.1 | x | 2.8 | -2.2 | x | 0.1 | -6.5
Cc1ccc(S(=O)(=O)CCC(=O)OCC(=O)NCCc2ccccc2)cc1 | -0.3 | 1.6 | 2.9 | -2.4 | -2.6 | 0.2 | 0.9 | -9.2
COc1ccc(C2=NS(=O)(=O)N(C)C(C(=O)NCc3ccco3)=C2)cc1OC | x | -3.2 | -0.2 | 0.7 | 15.6 | 5.6 | 0.0 | -20.9
COc1ccccc1CN(C)C(=O)COC(=O)c1ccc(Cl)nc1 | 0.0 | -0.6 | 1.1 | -1.3 | x | -1.8 | -0.2 | -5.8
CCCCNC(=O)C1(O)c2cc(Br)ccc2NC(=O)N1c1cccc(OC)c1 (centres undefined) | 1.0 | 1.9 | -0.2 | 4.0 | 2.0 | -5.8 | x | -1.9
C[C@H](O)C#Cc1cnc2c(c1)C(=O)N([C@H](C)CO)C[C@@H](C)[C@@H](CN(C)Cc1cncnc1)O2 | -7.0 | -1.5 | -0.3 | 1.9 | -2.8 | -2.9 | -0.1 | 9.8
COCC(C)n1c(SC(C)C(=O)NC2CCCCC2C)nc2ccccc2c1=O (centres undefined) | 7.9 | 3.9 | -0.1 | 1.9 | -0.3 | 5.6 | 1.3 | -28.2
Cc1ccc(C(c2c(NC(=O)c3ccco3)sc(C)c2C)N2CCOCC2)cc1 (centres undefined) | x | -2.5 | 1.3 | 0.2 | -7.6 | -1.4 | -0.2 | -1.5
OC[C@@H]1CN(Cc2ccc3c(c2)OCO3)C[C@H](n2cnc3c(NCc4ccncc4)ncnc32)O1 | x | 0.6 | -0.2 | -1.9 | -0.5 | 0.6 | -0.2 | -23.3
CN1CCN(C(=S)NC(=O)c2ccc(Cl)cc2)CC1 | -2.8 | 2.8 | x | -2.1 | -4.0 | x | -5.1 | -15.4
Cc1ccc2c(CC(=O)N(CC3CCCO3)c3c(N)n(Cc4ccccc4)c(=O)[nH]c3=O)coc2c1 (centres undefined) | x | 4.2 | x | 9.5 | x | x | 0.0 | -8.7
COc1ccccc1NC(=O)N1C[C@@H](C)[C@H](OC)CN(C)C(=O)c2cc(NC(=O)c3cnccn3)ccc2OC[C@H]1C | 12.5 | -6.9 | -1.2 | -4.2 | -1.6 | 5.3 | -0.1 | 1.7
O=C(O)C1=C(C(=O)Nc2cc(C(F)(F)F)ccc2Cl)CCCC1 | -4.2 | 1.3 | x | 1.1 | -10.1 | x | x | -19.9
C/C=C/c1cnc2c(c1)C(=O)N([C@@H](C)CO)C[C@@H](C)[C@@H](CN(C)C(=O)Cc1ccccn1)O2 | 6.5 | -2.3 | 1.7 | 1.1 | -4.0 | -6.2 | 0.2 | -25.2
CC1CN(C(=O)c2cccc(S(=O)(=O)N3CCN(c4ccccc4)CC3)c2)CC(C)O1 (centres undefined) | -9.5 | -0.4 | -1.0 | 0.4 | 1.2 | 4.5 | x | 0.9
C=CCN(c1ccc(OC)cc1)S(=O)(=O)c1ccc(Cl)c(C(=O)OCC(=O)NC2CC2)c1 | -4.7 | 8.0 | x | 15.3 | x | x | x | -25.5
CCOC(=O)N1CCN(CC(=O)Nc2nc3ccccc3s2)CC1 | 1.2 | 1.3 | -0.9 | -0.1 | -5.3 | 1.1 | 0.0 | 3.5
CC(C)C[C@@]12C(=O)N(c3cccc(F)c3)C(=O)N1[C@H](c1ccc(Br)cc1)[C@@H]1C(=O)N(C(C)(C)C)C(=O)[C@@H]12 | -2.8 | x | -12.6 | x | 1.3 | -2.7 | -0.2 | x
C=CCNC(=O)c1n[nH]c2c1CC(C(C)(C)CC)CC2 (centres undefined) | -9.7 | -5.1 | -1.3 | -5.6 | 6.7 | -5.7 | -0.2 | -12.5
CN1CCN(C(=O)C[C@H]2CC[C@@H]3[C@H](COc4ccc(NC(=O)C5CCOCC5)cc4C(=O)N3C)O2)CC1 | -6.4 | 0.5 | -0.1 | -7.1 | 0.0 | 3.8 | 0.1 | -3.1
COc1ccc(CNC(=O)C2CCN(S(=O)(=O)N3CCCC3)CC2)cc1 | -8.7 | -3.6 | -4.3 | -2.5 | -3.2 | 7.1 | x | -7.0
COCC(=O)OCC(=O)N1N=C(c2ccc(Cl)cc2)CC1c1ccco1 (centres undefined) | 19.8 | 2.6 | x | 1.7 | x | x | x | -11.6
COc1ccc(-n2nc(C(=O)NCC(=O)Nc3cccc(Cl)c3)c3ccccc3c2=O)cc1OC | -4.6 | -1.4 | -1.2 | x | -0.3 | 7.2 | 0.8 | -1.2
C[N+]1(C)CCCC(OC(=O)C(O)(c2ccccc2)c2ccccc2)C1 (centres undefined) | -5.0 | -0.7 | -0.7 | -6.7 | -0.9 | 3.7 | -0.1 | -2.3
COc1cccc(S(=O)(=O)Nc2ccc3c(c2)C(=O)N(C)[C@@H]2CC[C@H](CC(=O)O)O[C@@H]2CO3)c1 | -10.3 | x | 3.6 | x | 5.9 | -2.9 | 0.1 | x
C[C@H]1CN([C@@H](C)CO)C(=O)Cc2cc(NC(=O)Nc3ccccc3)ccc2O[C@H]1CN(C)C(=O)Nc1ccc2c(c1)OCO2 | -10.4 | -5.6 | 0.2 | -0.1 | -0.2 | 0.8 | -0.2 | 3.0
O=C(Nc1cc(F)ccc1F)N1CC(=O)N2[C@H](CO)[C@@H](c3ccc(C#CC4CCCCC4)cc3)[C@H]2C1 | x | -1.3 | x | -1.7 | x | x | -0.7 | -0.6
CCN1CCc2c(OCC(=O)N3CCc4ccccc43)cccc2C1=O | x | -5.9 | x | 3.3 | x | x | 4.4 | -1.7
CC(C)CC#Cc1ccc2c(c1)O[C@@H](CN(C)Cc1ccccn1)[C@H](C)CN([C@@H](C)CO)S2(=O)=O | -0.1 | -3.3 | 0.3 | -2.4 | 3.6 | -2.6 | 0.0 | 8.6
Cc1cc(C)c2c(CN(Cc3ccccc3)Cc3ccccc3)cc(=O)oc2c1 | x | -0.8 | 1.2 | -1.3 | -1.7 | 10.0 | -0.3 | -1.6
Clc1cc(Cl)c(OCCCCn2cncn2)c(Cl)c1 | -7.6 | -2.2 | -2.5 | 2.1 | 1.0 | 4.8 | -0.1 | 1.1
O=C1CC(c2ccc(F)cc2)Cc2nc(NCc3ccco3)ncc21 (centres undefined) | -8.5 | x | -5.9 | x | -2.5 | -4.4 | x | x

An excerpt from above, reduced to esBAF inh, RAD54 inh and RAD52 inh:
SMILES | esBAF inh | RAD54 inh | RAD52 inh
C=CCNC(=O)c1n[nH]c2c1CC(C(C)(C)CC)CC2 (centres undefined) | 6.7 | -5.7 | -12.5
COCC(=O)N1C[C@@H](C)[C@@H](OC)CN(C)C(=O)c2cc(NC(=O)C3CCC3)ccc2OC[C@H]1C | -6.6 | 11.5 | 9.9
CN1CCN(C(=O)C[C@H]2CC[C@@H]3[C@H](COc4ccc(NC(=O)C5CCOCC5)cc4C(=O)N3C)O2)CC1 | 0.0 | 3.8 | -3.1

(listing goes on)
SMILES | ARNT-TACC3 inh | ERp5 inh | PglD inh | Casp6 inh | esBAF inh | RAD54 inh | E-selectin induc | RAD52 inh
C/C=C/c1ccc2c(c1)O[C@H](CN(C)C(=O)Cc1ccccc1)[C@H](C)CN([C@@H](C)CO)S2(=O)=O | -3.5 | -2.9 | 0.0 | 8.2 | -1.0 | 6.2 | -0.4 | 16.5
O=C1N=c2ccccc2=C1c1sc(NS(=O)(=O)c2ccccc2)nc1O | 13.8 | 1.0 | x | 19.7 | x | x | x | -8.9
COC(=O)c1ccc(/C=N/Nc2nc(-c3ccc(C)cc3)cs2)cc1 | -4.4 | x | -2.2 | x | -5.1 | 8.3 | x | x
COC1=C(NCc2ccc3c(c2)OCO3)C(=O)C(OC)=C(NCc2ccc3c(c2)OCO3)C1=O | -8.6 | 7.6 | x | 1.3 | -7.5 | x | 0.2 | -7.4
O=C(c1ccc(Cl)c(S(=O)(=O)N2CCCC2)c1)N1CCN(Cc2ccccc2)CC1 | -4.7 | 2.4 | -1.9 | 7.6 | -3.5 | -4.3 | x | -1.1
C=CCOC(=O)C1=C[C@H](c2ccc(C(F)(F)F)cc2)[C@@H](CCCO)[C@H](OCC)O1 | -10.3 | -0.9 | -0.7 | 4.9 | 6.3 | -1.9 | 0.0 | -7.2
CSc1ncccc1C(=O)OCC(=O)N1CCc2ccccc21 | 2.0 | -1.7 | 3.4 | -2.6 | 12.7 | -6.1 | -0.1 | -8.6
COc1cccc(CNC(=O)CCCc2nnc3n(C)c(=O)c4sccc4n23)c1 | 8.8 | -2.1 | -4.8 | 4.6 | 1.7 | 4.6 | x | 0.7
C[C@H](CO)N1C[C@H](C)[C@H](CN(C)S(=O)(=O)c2ccc(F)cc2)Oc2ccc(NC(=O)Nc3ccc(F)cc3)cc2CC1=O | -2.5 | 10.6 | -1.8 | x | -2.6 | 0.1 | 2.8 | 10.6
Cc1[nH]c(SCC(=O)Nc2cc(S(C)(=O)=O)ccc2Cl)nc1Cc1ccccc1 | 30.5 | 4.8 | 2.8 | -2.6 | 8.7 | -11.2 | 1.6 | -22.9
Cc1cn2c(N)c(C=C3C=C(Cl)C(=O)C(Cl)=C3)c(=O)nc2s1 | 2.7 | 3.3 | x | x | x | x | 141.9* | -211.4
CC(=O)c1cccc(NC(=O)C(CC(C)C)NC(=O)C2CCCCC2)c1 (centres undefined) | -2.0 | 5.6 | 1.8 | 0.3 | -7.1 | -10.0 | -0.2 | -3.7
